From PubChem
COUP-TFII inh: inhibitors of human COUP-TFII (NR2F2); P24468; hit rate 0.7% among 370,000; HEK293T NGFI-A luciferase reporter, luminescence; AID 686940; inhibition, % at 8.6 µM;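 active = inhibition above a per-plate cutoff, mean inhibition of test wells between control levels plus 3 SD, cut at about 38% in these data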;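 also: cells cotransfected with COUP-TFII expression vector driving the NGFI-A reporter; 0% = median of COUP-TF2 test wells and 100% = reporter-only cells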
Target sequence (P24468 whole entry, looked up): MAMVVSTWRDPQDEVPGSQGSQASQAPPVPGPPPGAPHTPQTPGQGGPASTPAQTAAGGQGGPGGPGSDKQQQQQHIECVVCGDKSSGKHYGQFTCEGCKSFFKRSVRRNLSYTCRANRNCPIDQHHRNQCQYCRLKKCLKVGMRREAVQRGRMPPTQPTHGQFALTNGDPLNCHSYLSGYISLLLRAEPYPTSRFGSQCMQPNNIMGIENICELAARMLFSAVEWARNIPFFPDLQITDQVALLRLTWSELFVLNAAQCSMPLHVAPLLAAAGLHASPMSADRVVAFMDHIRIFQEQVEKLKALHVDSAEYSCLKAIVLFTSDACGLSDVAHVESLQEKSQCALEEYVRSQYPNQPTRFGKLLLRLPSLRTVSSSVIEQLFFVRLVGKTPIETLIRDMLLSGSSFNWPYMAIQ
SRC1 inh: inhibitors of human steroid receptor coactivator 1 (SRC1); Q15788; HEK293 GAL4-SRC1 luciferase reporter, luminescence; inhibition, % at 3.6 µM; hit rate 0.12% among 360,000;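 active = inhibition above the campaign mean plus 3 SD, with each screening campaign given its own cutoff, cut at about 60% in these data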;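 also: 0% = DMSO treated cells and 100% = gossypol at 36 µM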
SRC3 inh: human NCOA3 inhibition; HEK293 GAL4-SRC3 luciferase reporter, luminescence; inhibition, % at 3.6 µM; hit rate 0.17% among 360,000;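 active = inhibition above a per-campaign cutoff, the mean of all compounds plus 3 SD, cut at about 60% in these data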;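 also: 0% = DMSO-treated cells and 100% = gossypol-treated cells at 36 µM; higher means less SRC3-driven luciferase light from the GAL4 reporter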
TWEAK-Fn14 inh: inhibitors of TWEAK-Fn14 interaction signaling | hit rate 2% among 360,000 | TWEAK-stimulated Fn14 reporter cells, luciferase luminescence, 8 h | inhibition, % at 10 µM; in the data active = inhibition above about 50%
KKLEB cytotox: CF airway cell cytotoxicity counter-screen; KKLEB CF airway cells viability, ATPlite luminescence, overnight; active compounds read low; cells stimulated with P. aeruginosa culture filtrate; activity change (cytotoxicity), % at 5 µM; hit rate 0.36% among 360,000; AID 602141;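 active = corrected activity change at or below -50% at 5 µM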
TROY signal inh: blocks TROY-dependent signaling in reporter cells; Q293 LMP1-TROYcd NF-kB luciferase reporter, 4 h; inhibition, % at 10 µM; hit rate 0.98% among 360,000; AID 1347056;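 active = compounds whose plate-normalised and pattern-corrected inhibition of the luciferase reporter signal at the single screening dose is 50% or more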
CF NFkB inh: blocks PAF-induced NF-kB reporter in cystic fibrosis cells; KKLEB NF-kB-GFP reporter, GFP fluorescence overnight; AID 588850; hit rate 0.86% among 360,000; inhibition, % at 5 µM;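 active = at least 50% inhibition at 5 µM, scaled per plate between neutral and stimulator controls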;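 also: PAF is a Pseudomonas aeruginosa culture filtrate used as stimulus; plate controls were PAF-stimulated DMSO wells for no effect and unstimulated DMSO wells for full effect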
LRH-1 inv ag: suppresses constitutive activity of human LRH-1. HEK293T StAR-luciferase reporter, LRH-1 transfected, 24 h. inhibition, % at 3.6 µM. hit rate 0.13% among 360,000. AID 602396;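 active = inhibition above the mean inhibition of all tested compounds plus 3 SD, cut at about 73% in these data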;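 also: 0% = DMSO wells and 100% = reporter-only cells lacking LRH-1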
Target sequence (O00482 whole entry, looked up): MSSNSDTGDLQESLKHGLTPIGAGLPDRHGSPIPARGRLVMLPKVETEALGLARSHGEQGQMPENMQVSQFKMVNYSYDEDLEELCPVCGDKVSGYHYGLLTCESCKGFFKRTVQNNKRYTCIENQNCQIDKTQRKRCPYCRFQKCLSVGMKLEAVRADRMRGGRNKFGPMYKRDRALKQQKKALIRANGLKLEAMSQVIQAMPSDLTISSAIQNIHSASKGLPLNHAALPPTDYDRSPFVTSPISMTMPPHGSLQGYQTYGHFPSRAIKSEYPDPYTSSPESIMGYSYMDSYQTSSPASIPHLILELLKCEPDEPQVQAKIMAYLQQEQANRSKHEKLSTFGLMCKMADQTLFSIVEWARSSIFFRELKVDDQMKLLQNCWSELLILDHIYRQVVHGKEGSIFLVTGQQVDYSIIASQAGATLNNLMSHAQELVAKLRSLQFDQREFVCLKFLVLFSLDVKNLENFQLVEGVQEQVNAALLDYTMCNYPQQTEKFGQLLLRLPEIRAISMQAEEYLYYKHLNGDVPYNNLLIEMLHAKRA
LMP1 NFkB inh: reduces LMP1-driven NF-kappaB luciferase signal. LMP1-induced NF-kappaB luciferase reporter cells, luminescence. inhibition, % at 12.5 µM. hit rate 0.69% among 350,000; in the data active = inhibition above about 41%;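 also: 0% = neutral control wells and 100% = reference inhibitor control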
C8 TRAIL sens: caspase-8 TRAIL sensitization. NB7+C8 cells + TRAIL, ATPlite viability luminescence. inhibition (viability loss, TRAIL sensitization), % at 10 µM. hit rate 1% among 360,000. AID 624354;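 active = compounds causing at least 50% loss of cell viability in the single-dose screen, relative to plate controls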
Shn3 3UTR inh: Schnurri-3 reporter inhibition in Clone20 osteoblasts | Clone20 osteoblast Shn3 3'UTR firefly luciferase, 24 h | hit rate 0.52% among 360,000 | inhibition, % at 12.5 µM | AID 588674;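 active = mean inhibition of at least 75% with every replicate also reaching 75%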;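 also: 0% = median of neutral control wells and 100% = pilot-screen positive control compound; some compounds past the cut are filed as inactive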
The depositor's hits bear a star; . = no result given. A portion of the library; count on the stated rates, not on these rows.

no.	Compound	COUP-TFII inh	SRC1 inh	SRC3 inh	TWEAK-Fn14 inh	KKLEB cytotox	TROY signal inh
1	COc1ccc2cc(-c3cc(C(=O)OCC(=O)Nc4c(C)n(C)n(-c5ccccc5)c4=O)c4ccccc4n3)ccc2c1	-19	-77	-64	60*	-40	-49
2	COC(=O)c1sc(N)c(C(=O)OC)c1Cn1ncc(Cl)c(Cl)c1=O	1	-7	2	22	-7	-22
3	COc1cc(C(=O)NCc2cccc(Cl)c2)ccc1OCC(=O)N1CCOCC1	-9	-2	-15	-22	-1	-11
4	O=C(Nc1nnc(-c2ccc3c(c2)CCCC3)o1)C1CCCCC1	3	13	15	-35	-3	-55
5	O=C(NC(=S)Nc1ccccc1)C1CCCCC1	-23	-41	-44	-17	-16	-45
6	c1ccc(C2CNCc3c2ccc2ccccc32)cc1 (stereo not drawn)	5	1	5	-9	-8	-10
7	COc1cccc(/C=N/NC(=O)c2cc3c(OC)ccc(OC)c3[nH]2)c1O	-30	31	12	-7	-8	-1
8	COc1ccc(NC(=S)NCc2ccc3c(c2)OCO3)cc1	-7	-17	13	5	0	27
9	CCOC(=O)C1=C(CC)Nc2ccccc2N=C1NC(=O)Nc1ccccc1OC	-5	-17	-26	-23	3	-1
10	O=C(Nc1cccc(-c2nc3ccccc3o2)c1)c1cccnc1	8	13	-5	-15	14	36
11	COc1ccc(NC(=O)NC2(C(=O)N3CCCC3)CCCCC2)cc1	10	-3	11	-1	1	-5
12	C/C(CC(=O)NCc1ccco1)=N\NC(=O)C(c1ccccc1)c1ccccc1	9	12	13	15	-3	1
13	Cc1ccc(C(=O)N2CCCC(C(=O)c3cc(F)ccc3F)C2)s1 (stereo not drawn)	6	3	3	-19	5	3
14	Cc1cc(F)ccc1S(=O)(=O)Nc1ccc(C(=O)N2CCCCC2)cc1	5	-3	0	5	-2	4
15	CC(C)(C)NC(=O)CN(C(=O)C1CSC(=O)C1)c1ccccc1F (stereo not drawn)	1	18	7	1	0	5

no.	CF NFkB inh	LRH-1 inv ag	LMP1 NFkB inh	C8 TRAIL sens	Shn3 3UTR inh
1	25	-154	58*	97*	42
2	16	-9	-15	11	22
3	-14	-16	2	-11	-6
4	-14	16	10	1	-11
5	8	-68	-7	11	-45
6	11	9	7	-9	-3
7	8	40	15	11	94*
8	22	14	-2	3	19
9	-13	-5	0	9	0
10	-30	-1	2	-2	3
11	2	23	2	-11	-8
12	3	18	1	8	-6
13	-12	-4	4	-1	9
14	10	6	-7	3	10
15	17	10	-6	-9	-4

Continued.
no.	Compound	COUP-TFII inh	SRC1 inh	SRC3 inh	TWEAK-Fn14 inh	KKLEB cytotox	TROY signal inh
16	N#Cc1cnc(SCC(=O)N2CCCC2)nc1N	4	-1	7	0	19	0
17	N#CC1(C#N)CC(C=O)=C(N)C1(C#N)CC(=O)c1ccc(F)cc1 (stereo not drawn)	8	-3	-13	21	-3	8
18	Cc1cccc(NC(=O)CCc2ccccc2)c1C	4	9	-12	-8	-4	-22
19	O=C(NC1CCC(O)CC1)C1CCN(S(=O)(=O)c2c(Cl)cccc2Cl)CC1 (stereo not drawn)	2	3	-5	4	-18	-3
20	COC(=O)N/N=C/c1cc(Cl)cc(Cl)c1OCc1ccccc1F	-3	-18	3	9	3	9
21	CCCCOC(=O)Cn1c2ccc(OC)cc2c2nc3ccccc3nc21	-6	1	13	-10	-21	2
22	C=CCn1c(=O)c2c(nc3n2CC(C)CN3Cc2ccccc2)n(C)c1=O (stereo not drawn)	7	4	13	9	8	1
23	COc1ccc(C(C(=O)NC2CCCCC2)N(C(=O)c2sc(C)nc2C)c2ccccc2C)cc1 (stereo not drawn)	3	19	-7	8	-4	4
24	Cc1nnsc1C(=O)N1CCCC(N2CCN(c3cccc(C(F)(F)F)c3)CC2)C1 (stereo not drawn)	6	-12	-7	11	10	-16
25	CC(=O)Nc1ccc(OC(F)(F)C(F)C(F)(F)F)c(NC(C)=O)c1 (stereo not drawn)	18	7	10	6	-12	-11
26	COc1ccc(NC(=O)CCS(=O)(=O)c2cccc3nonc23)cc1Cl	-9	0	9	-23	7	0
27	O=C(CCCOc1ccc(Cl)cc1Cl)Nc1cccnc1	-19	2	8	-37	-9	-10
28	CCS(=O)(=O)C1=NSC2=NC(=O)/C(=C\c3ccc(OS(=O)(=O)c4ccccc4)c(OC)c3)C(=N)N21	.	-19	-21	-15	26	-7
29	Cc1ccc(C2(C)NC(=O)N(CC(=O)Nc3ccc(Cl)c(S(=O)(=O)N4CCCCC4)c3)C2=O)cc1 (stereo not drawn)	-1	3	-5	18	-27	19
30	CCOC(=O)Cc1csc(NC(=O)COc2ccc(C)c(C)c2)n1	6	-15	3	15	-2	1

no.	CF NFkB inh	LRH-1 inv ag	LMP1 NFkB inh	C8 TRAIL sens	Shn3 3UTR inh
16	-36	-6	7	16	-9
17	11	7	-5	-16	13
18	6	13	-11	4	-6
19	24	-10	2	13	-5
20	8	20	-9	-7	8
21	6	14	-22	5	15
22	-8	-6	9	15	-14
23	-7	-12	8	-2	5
24	-7	1	6	16	-6
25	10	10	-7	1	-6
26	-7	12	-6	-3	12
27	9	-19	-9	1	7
28	-10	-8	-4	-10	-15
29	8	-13	3	-2	7
30	0	7	-7	17	5

10 compounds already listed, sorted by length of the SMILES, descending:
no.	Compound	COUP-TFII inh	SRC1 inh	SRC3 inh	TWEAK-Fn14 inh	KKLEB cytotox	TROY signal inh
28	CCS(=O)(=O)C1=NSC2=NC(=O)/C(=C\c3ccc(OS(=O)(=O)c4ccccc4)c(OC)c3)C(=N)N21	.	-19	-21	-15	26	-7
29	Cc1ccc(C2(C)NC(=O)N(CC(=O)Nc3ccc(Cl)c(S(=O)(=O)N4CCCCC4)c3)C2=O)cc1 (stereo not drawn)	-1	3	-5	18	-27	19
23	COc1ccc(C(C(=O)NC2CCCCC2)N(C(=O)c2sc(C)nc2C)c2ccccc2C)cc1 (stereo not drawn)	3	19	-7	8	-4	4
24	Cc1nnsc1C(=O)N1CCCC(N2CCN(c3cccc(C(F)(F)F)c3)CC2)C1 (stereo not drawn)	6	-12	-7	11	10	-16
19	O=C(NC1CCC(O)CC1)C1CCN(S(=O)(=O)c2c(Cl)cccc2Cl)CC1 (stereo not drawn)	2	3	-5	4	-18	-3
22	C=CCn1c(=O)c2c(nc3n2CC(C)CN3Cc2ccccc2)n(C)c1=O (stereo not drawn)	7	4	13	9	8	1
26	COc1ccc(NC(=O)CCS(=O)(=O)c2cccc3nonc23)cc1Cl	-9	0	9	-23	7	0
20	COC(=O)N/N=C/c1cc(Cl)cc(Cl)c1OCc1ccccc1F	-3	-18	3	9	3	9
27	O=C(CCCOc1ccc(Cl)cc1Cl)Nc1cccnc1	-19	2	8	-37	-9	-10
18	Cc1cccc(NC(=O)CCc2ccccc2)c1C	4	9	-12	-8	-4	-22

no.	CF NFkB inh	LRH-1 inv ag	LMP1 NFkB inh	C8 TRAIL sens	Shn3 3UTR inh
28	-10	-8	-4	-10	-15
29	8	-13	3	-2	7
23	-7	-12	8	-2	5
24	-7	1	6	16	-6
19	24	-10	2	13	-5
22	-8	-6	9	15	-14
26	-7	12	-6	-3	12
20	8	20	-9	-7	8
27	9	-19	-9	1	7
18	6	13	-11	4	-6

Next compounds
no.	Compound	COUP-TFII inh	SRC1 inh	SRC3 inh	TWEAK-Fn14 inh	KKLEB cytotox	TROY signal inh
31	Cc1cc2ccccc2c(=O)n1CC(=O)NCC(=O)N1CCN(c2cccc(Cl)c2)CC1	4	13	12	17	-2	20
32	Cc1ccc(OCCN(C)C(=O)C2CCC(=O)N(CCCN3CCCC3=O)C2)cc1 (stereo not drawn)	-18	-4	-3	0	7	16
33	CC(=O)n1c(=O)c2ccccc2c(=O)n1-c1ccccc1	-10	-25	8	11	-6	9
34	Nc1ccn([C@@H]2O[C@H](CNCc3ccc(N4CCNCC4)cc3)[C@@H](O)[C@H]2O)c(=O)n1	-8	-10	-15	7	6	2
35	Cc1cc(OCC(=O)Nc2ccc(Br)cc2)cc2c1C(=O)CC(C)(C)O2	2	-2	19	14	-7	27
36	NC(=O)COC(=O)CC12CC3CC(CC(C3)C1)C2	-20	8	14	-4	-4	10
37	c1ccc(-n2cccc2)c(N2CCCCC2)c1	7	-27	-5	6	-1	-7
38	COc1ccc([N+](=O)[O-])cc1NC(=O)C(C)Sc1nc(C)c(C)c(C)n1 (stereo not drawn)	-8	-36	-6	-19	-14	26
39	CC(C)OCCCNC(=O)C1CCC(=O)N1C1CCCC1 (stereo not drawn)	5	-7	11	-10	7	-14
40	CC(C)CC(N)c1csc(NC(=O)Nc2ccccc2Cc2ccccc2)n1 (stereo not drawn)	2	11	20	-12	-9	6
41	Cc1noc(C)c1CN1C(=O)c2ccc([N+](=O)[O-])cc2C1=O	-12	8	-3	17	12	-4
42	COc1ccc(C(=O)OCC(=O)NCCCc2ccccc2)c(OC)c1	9	7	16	-10	-5	-9
43	Cc1nc2ccn(Cc3ccccc3)c(=O)c2cc1C(=O)N1CCN(c2ccccc2)CC1	5	4	16	-12	8	-15
44	CCCCC(=O)N=c1sc2c(OC)ccc(OC)c2n1C	-15	9	3	-29	9	-1
45	COC(=O)Cc1c(C)nc2nc(-c3ccccc3)[nH]n2c1=O	-9	-9	9	14	5	3

no.	CF NFkB inh	LRH-1 inv ag	LMP1 NFkB inh	C8 TRAIL sens	Shn3 3UTR inh
31	-7	7	9	9	13
32	-14	2	0	-2	-5
33	7	19	-1	-7	-21
34	-4	-18	4	0	11
35	8	9	.	16	28
36	-4	5	-1	-5	-3
37	6	4	3	14	11
38	15	-12	3	3	-7
39	-4	14	4	17	-10
40	-2	-5	.	24	31
41	-1	29	-6	-1	-9
42	-2	12	-5	-4	-4
43	-22	18	0	6	-19
44	-5	2	-2	-4	8
45	-1	-11	-4	1	6

Next part
no.	Compound	COUP-TFII inh	SRC1 inh	SRC3 inh	TWEAK-Fn14 inh	KKLEB cytotox	TROY signal inh
46	CC(OC(=O)C1CCC1)C(=O)Nc1cc(Cl)cc(Cl)c1 (stereo not drawn)	-8	3	3	11	9	9
47	Cc1cc(N2CCN(c3ccccc3)CC2)n2nnnc2n1	-28	-20	7	-13	8	-6
48	CC(NC(=O)c1ccccc1N)c1ccccc1 (stereo not drawn)	16	1	16	-6	-11	-45
49	CCOCCn1[nH]c2ccccc2c1=O	-4	-18	-17	3	3	-34
50	O=c1oc(-c2ccccc2Br)nc2ccccc12	8	0	-12	12	-2	11
51	CCCCn1nnc(NC(=O)c2ccc(-c3cccc(Cl)c3)o2)n1	.	-10	-14	-12	8	-44
52	Cc1ccc(C)c(NC(=O)CSc2nnc(CCCCCNC(=O)OC(C)(C)C)o2)c1	13	-12	20	-1	3	6
53	CCOC(=O)c1[nH]c(C)c(C(=O)OCC(=O)NCc2ccc(Cl)cc2)c1C	-8	3	-9	3	-6	14
54	Oc1c(I)cc(Cl)c2cccnc12	13	1	10	-146	-11	-18

no.	CF NFkB inh	LRH-1 inv ag	LMP1 NFkB inh	C8 TRAIL sens	Shn3 3UTR inh
46	4	-1	5	1	13
47	-4	-20	16	-12	1
48	9	-13	4	2	22
49	-17	12	-4	-4	-8
50	23	-13	-1	0	3
51	-10	-62	-4	2	16
52	-1	30	-2	9	-3
53	23	-2	-2	4	5
54	7	15	3	4	-7
